D1 ag: Allosteric Agonists of the Human D1 Dopamine Receptor: qHTS | 1% of 360,000 active | activation, % at 2 µM | HEK293 T-REx D1 cells, calcium flux, agonist mode | D(1A) dopamine receptor (Homo sapiens), P21728 | AID 504660, 2011; in the data active means activation above about 30%; further: 0% is about no effect
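Tetracycline-induced HEK293 TREx D1 cells, force-coupled to calcium signalling, were dye-loaded with a no-wash calcium kit. Compound was pin-added after a 10 s baseline. Fluorescence was read kinetically at 1 cycle/s for 180 s, with calcium rises flagged as agonism.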
Anesthetic bind: qHTS Assay for Identification of Novel General Anesthetics | 0.074% of 350,000 active | AID 485281, 2010 | apoferritin/1-aminoanthracene competitive binding, fluorescence | Ferritin light chain (Equus caballus), P02791 | Potency, µM (doses to about 77.5 µM), inactives show at the highest dose activity change, negative = displacement, hits mostly inhibitors; further: potency means the concentration at half of the fitted maximal effect; on the % scale 0 is the no-effect control and ±100 the full control effect; nearly all actives have a fitted effect of over 20% in size
Target sequence (P02791 2-175 limits assumed): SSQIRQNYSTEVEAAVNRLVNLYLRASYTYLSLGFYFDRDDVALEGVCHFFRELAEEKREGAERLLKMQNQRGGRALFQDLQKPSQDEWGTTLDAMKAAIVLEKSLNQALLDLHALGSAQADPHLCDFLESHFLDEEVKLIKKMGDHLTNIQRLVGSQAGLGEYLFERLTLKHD
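In PBS, apoferritin at 10 uM is loaded with 1-AMA from a 50% saturated solution. After 10 min of compound exposure at ambient temperature, reduced 535 nm fluorescence indicates probe displacement.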
D1 antagonist: Antagonist of Human D 1 Dopamine Receptor: qHTS; HEK293 TREx D1 cells, calcium flux, dopamine EC80; hits give low values; 3.2% of 360,000 active; D(1A) dopamine receptor (Homo sapiens), P21728; AID 504652, 2011; activity change, negative = inhibition, % at 10 µM; in the data active means activity change below about -30%; further: on the % scale 0 is the no-effect control and ±100 the full control effect
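Allosteric or orthosteric antagonism assessed as attenuation of the calcium response to EC80 dopamine, added 180 s after compound, in induced HEK293 Trex D1 cells loaded with no-wash calcium dye.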
TRHR enhancer: qHTS for Small Molecule Agonists and Allosteric Enhancers of Human TRH Receptor: Primary Screen for Enhancers; Thyrotropin-releasing hormone receptor (Homo sapiens), P34981; TRHR cells, fluo-8 calcium fluorescence, EC20 TRH enhancement; enhancement, % at 2 µM; 0.66% of 360,000 active; AID 493056, 2011; in the data active means enhancement above about 30%; further: 0% is about no effect
Target sequence (P34981 whole entry, looked up): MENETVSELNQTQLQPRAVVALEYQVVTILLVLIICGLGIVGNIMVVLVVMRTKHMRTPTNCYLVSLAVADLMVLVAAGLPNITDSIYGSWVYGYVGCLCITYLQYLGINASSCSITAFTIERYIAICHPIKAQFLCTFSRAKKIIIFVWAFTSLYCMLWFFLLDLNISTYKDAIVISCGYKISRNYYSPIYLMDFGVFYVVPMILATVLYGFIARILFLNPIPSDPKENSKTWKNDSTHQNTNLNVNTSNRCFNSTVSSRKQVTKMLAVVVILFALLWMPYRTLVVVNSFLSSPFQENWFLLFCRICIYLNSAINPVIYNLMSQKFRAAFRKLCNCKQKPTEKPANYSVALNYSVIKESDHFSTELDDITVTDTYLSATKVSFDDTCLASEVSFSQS
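Enhancer read-out: after compound pinning and an initial kinetic agonist-mode read, an EC20 of TRH (10 nM final) was injected and fluo-8 calcium signal (Ex 480/Em 530) followed at 1 s/cycle for 100 cycles in TRHR-expressing cells.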
RXFP1 antagonist: qHTS Assay for Antagonists of the Relaxin Receptor RXFP1. Relaxin receptor 1 (Homo sapiens), Q9HBX9. HEK293-RXFP1, relaxin-stimulated cAMP HTRF, 30 min; hits give low values. activity change, negative = inhibition, % at 57.5 µM. AID 1259400, 2018. 0.59% of 350,000 active;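 active means activity change of -60% or lower, but not beyond a set lower limit; inconclusive means change between -60% and -40%, or beyond the set limit; inactive means change above -40%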; further: on the % scale 0 is the no-effect control and ±100 the full control effect
TRHR ag: qHTS for Small Molecule Agonists and Allosteric Enhancers of Human TRH Receptor: Primary Screen for Agonists; TRHR cells, calcium flux fluo-8, FDSS agonist mode; activation, % at 2 µM; 0.18% of 360,000 active; in the data active means activation above about 30%; further: 0% is about no effect
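TRHR-expressing cells, plated overnight in medium with 10% serum, were loaded with fluo-8 calcium dye at room temperature. After a 10 s baseline, library compound was pin-added and calcium release was recorded kinetically (ex 480/em 530) as agonist response.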
D2 potentiator: HTS Assay for Positive Allosteric Modulators of the Human D2 Dopamine Receptor: Primary Screen for Potentiators. D(2) dopamine receptor (Homo sapiens), P14416. HEK293 T-REx D2, calcium flux, EC20 dopamine potentiation. potentiation, % at 10 µM. 0.34% of 340,000 active. AID 485347, 2010;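 active means potentiation over 3 SD above the plate norm, cut at about 30% in these data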; further: 0% is about no effect
Target sequence (P14416 whole entry, looked up): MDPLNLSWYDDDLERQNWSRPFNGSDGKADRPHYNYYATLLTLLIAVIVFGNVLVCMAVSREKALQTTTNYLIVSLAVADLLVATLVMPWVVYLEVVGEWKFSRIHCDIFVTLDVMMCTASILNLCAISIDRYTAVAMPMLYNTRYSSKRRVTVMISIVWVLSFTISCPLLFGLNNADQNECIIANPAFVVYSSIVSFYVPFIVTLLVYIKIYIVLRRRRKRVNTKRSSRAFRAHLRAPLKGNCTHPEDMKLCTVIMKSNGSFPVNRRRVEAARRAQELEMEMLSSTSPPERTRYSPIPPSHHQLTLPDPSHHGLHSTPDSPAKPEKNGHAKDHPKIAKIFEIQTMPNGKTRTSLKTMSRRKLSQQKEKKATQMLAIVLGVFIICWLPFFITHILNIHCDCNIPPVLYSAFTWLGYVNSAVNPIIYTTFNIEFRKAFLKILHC
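Calcium flux readout, no-wash dye, 1 read/s. Inducible HEK293 Trex D2 line, overnight 30 C. Compound alone 180 s (agonist flags), then EC20 dopamine, another 180 s to score potentiation.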
D1 PAM: Potentiators of Human D1 Dopamine Receptor: qHTS | D(1A) dopamine receptor (Homo sapiens), P21728 | HEK293 TREx D1 cells, calcium flux, dopamine EC20 potentiation | AID 504651, 2011 | 0.036% of 360,000 active | potentiation, % at 10 µM; in the data active means potentiation above about 30%; further: 0% is about no effect
RXFP1 agonist: qHTS Assay for Agonists of the Relaxin Receptor RXFP1; HEK293T-RXFP1 cAMP TR-FRET, 30 min; response scale: percent of porcine relaxin response, buffer zero; Potency, µM (top dose mostly 57.5 µM), inactives show top-dose activation, most hits filed as activators; 0.3% of 370,000 active; further: potency means the concentration at half of the fitted maximal effect; on the % scale 0 is the no-effect control and ±100 the full control effect; nearly all actives have a fitted effect of over 60% in size; many of its hits are not listed in these tables
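cAMP rise read by TR-FRET after 30 min, 37C compound exposure (up to 58 uM) in RXFP1-transfected HEK293 cells with Ro 20174 present. EC50 from Hill-equation fits, with 29 nM porcine relaxin as 100% and buffer as basal.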
Starred values were filed as active, the others as inactive; ? = inconclusive; nt = no result given; [ ] = dose if it differs, or a comment. Unless noted, the call rests on the fitted dose curve; in most records, active means well fitted curve in the direction sought with a large enough effect; inconclusive means small, poorly fitted or top-dose-only effect, or another doubt; inactive means no such curve, though single readings can be large; an effect the other way counts as inactive or inconclusive. The list is partial. The share of hits here may be higher or lower than overall.

D1 ag | Anesthetic bind | D1 antagonist | TRHR enhancer | RXFP1 antagonist | TRHR ag | D2 potentiator | D1 PAM | RXFP1 agonist | mol
5 | -8% | 0 | 13 | 7 | 0.2 | 14 | 4 | -1.3% | CCC(CC)C(=O)Nc1cccc(/C(C)=N\NC(=O)c2ccc(C)s2)c1
2 | -14% | 17 | -6 | nt | -0.7 | -6 | -2 | ? | COc1ccc(NC(=O)Cn2c(=O)n(Cc3ccco3)c(=O)c3cc(OC)c(OC)cc32)cc1
11 | 84%[activator] | -13 | 5 | -8 | 1.0 | 2 | -5 | -0.3% | Cc1ccc(CCNC(=O)CCc2cn(Cc3ccccc3C)c3ccccc23)cc1
-2 | 3% | -11 | 11 | -2 | -0.1 | -4 | -1 | -1.7% | CCNS(=O)(=O)c1ccc(NS(=O)(=O)c2cc(C)ccc2C)cc1
3 | -10% | -6 | 2 | -2 | -0.8 | 6 | 7 | 1.3% | CC(/C=C/c1ccccc1)=N\NC(=O)CCc1ccccc1
2 | ? | 2 | -1 | -5 | -0.6 | 11 | -3 | ? | Cc1cccc(CNC(=O)c2cnc3sc(N4CCCCC4)nn3c2=O)c1
0 | -3% | 12 | 0 | 2 | -0.3 | nt | 2 | ? | Cn1nnnc1-c1cc(Br)ccc1NC(=O)c1ccccc1
-4 | -16% | 0 | 0 | -11 | -0.4 | 2 | -7 | -0.9% | COc1ccc(C=C2C(=O)c3ccccc3C2=O)cc1O
2 | 118%[activator] | -3 | -3 | 18 | 0.0 | 9 | 1 | 13% | CCOC(=O)c1sc(-c2ccc(Cl)cc2Cl)nc1O
3 | -7% | 2 | 4 | -3 | 4.4 | 4 | -8 | 1.0% | CCCOc1ccc(C(=O)ON=C2CCN(C)CC2)cc1
0 | 6% | -9 | 1 | 10 | 0.7 | 3 | -5 | 0.8% | O=C(Cn1c(SCC(=O)N2CCCc3ccccc32)nc2ccccc21)N1CCCC1
0 | 5% | -10 | 5 | 11 | 0.6 | -8 | -6 | -2.3% | Cc1cc(=O)n2[nH]cnc2n1
1 | ? | -14 | 1 | -1 | -0.2 | 2 | 7 | -1.9% | CC1Cc2ccccc2N1CC(=O)NC(=O)NC1CCCCC1 (centres undefined)
3 | -4% | 5 | 9 | nt | 0.7 | -1 | -1 | 5.4% | CC(=O)N1CCCC1c1nc2ccccc2n1Cc1cccc(C)c1 (centres undefined)
5 | 3% | 1 | -3 | -2 | 1.0 | 4 | -3 | 0.6% | Cc1ccc(OCC(=O)N2N=C(C(F)(F)F)CC2(O)C(C)(C)C)cc1C (centres undefined)

A second format for 3 compounds above:
Compound	D1 ag	Anesthetic bind	D1 antagonist	TRHR enhancer	RXFP1 antagonist	TRHR ag	D2 potentiator	D1 PAM	RXFP1 agonist
Cc1cccc(CNC(=O)c2cnc3sc(N4CCCCC4)nn3c2=O)c1	2	?	2	-1	-5	-0.6	11	-3	?
Cn1nnnc1-c1cc(Br)ccc1NC(=O)c1ccccc1	0	-3%	12	0	2	-0.3	nt	2	?
COc1ccc(C=C2C(=O)c3ccccc3C2=O)cc1O	-4	-16%	0	0	-11	-0.4	2	-7	-0.9%

Remaining list, next part
D1 ag | Anesthetic bind | D1 antagonist | TRHR enhancer | RXFP1 antagonist | TRHR ag | D2 potentiator | D1 PAM | RXFP1 agonist | mol
0 | -18% | 5 | -2 | 12 | -0.8 | -15 | 10 | -2.5% | CC(C)c1ccc(NC(=O)c2csnn2)cc1
3 | -2% | 15 | 3 | 0 | 0.3 | 13 | 6 | 1.9% | O=[N+]([O-])c1ccc(S(=O)(=O)Nc2ccccn2)cc1
0 | -13% | -28 | -19 | -11 | -1.4 | 7 | -11 | 1.1% | O=C(/C=C/c1ccco1)NCC1(c2ccccc2)CCCC1
6 | 11% | 3 | -3 | -9 | -0.4 | 9 | -6 | -4.9% | CCCNC(=O)Cn1nc(-c2ccc(C)cc2)c2cnc3ccc(CC)cc3c21
1 | -19% | -8 | -3 | -12 | -0.6 | 1 | -5 | -0.7% | O=C(Nc1cccc(-c2cn3c(n2)SCC3)c1)c1ccc(Br)o1
8 | -6% | -12 | 15 | -8 | -0.5 | 3 | -15 | 0.2% | CC(=O)Nc1ccc(Nc2ncnc3c2cnn3-c2ccccc2)cc1
1 | ? | -4 | 28 | -2 | -0.7 | -12 | -2 | 0.5% | CSc1cccc(NC(=O)C(C)Sc2ccc(C)cc2)c1 (centres undefined)
1 | -6% | -3 | -8 | -2 | -1.1 | 12 | -2 | -0.5% | O=C1CC(NCc2cccs2)C(=O)N1c1ccc(Cl)cc1 (centres undefined)
6 | -7% | 0 | -4 | -1 | 0.0 | 4 | -2 | -3.4% | CCOC(=O)C1(Cc2ccccc2C(F)(F)F)CCN(C(C)CCn2cccn2)CC1 (centres undefined)
16 | -14% | 8 | -5 | nt | 0.9 | 6 | -4 | -0.4% | CC(C)C[C@H](NC(=O)c1nc[nH]c1C(=O)NC(c1ccccc1)c1ccccc1)C(=O)OCc1ccccc1
35* | 7% | 19 | 8 | nt | 3.9 | 0 | 0 | 1.2% | Cc1c2cnn(-c3ccccc3)c(=O)c2c(C)n1C(C)C(=O)Nc1ccc(Br)cc1F (centres undefined)
2 | -12% | 22 | 5 | 0 | -2.2 | 5 | -1 | -3.7% | O=C(O)CCCn1cc(NC(=O)c2cc(F)c(F)cc2Cl)cn1
13 | 6% | 1 | 4 | -2 | -0.7 | 21 | -10 | -0.3% | CCCCOCCCNC(=S)Nc1ccc(S(=O)(=O)N2CCOCC2)cc1
2 | ? | -8 | -4 | 6 | -0.2 | 3 | -4 | -1.5% | CCN(C(=O)COC(=O)/C=C/c1ccc(S(=O)(=O)N2CCc3ccccc32)cc1)C1CCS(=O)(=O)C1 (centres undefined)
6 | nt | -13 | -5 | -16 | -0.1 | 0 | 3 | 0.0% | CCOCc1c(C(=O)N2CCN(CCOc3ccc(Cl)cc3)CC2)oc2ccccc12
0 | -12% | nt | 2 | 3 | 0.4 | -6 | 1 | -0.2% | C/C(=N\Nc1cccc2cccnc12)c1ccc(N)cc1
0 | -1% | -14 | -6 | -21 | 0.2 | 12 | -5 | -0.7% | O=C(O)c1c(C(=O)O)c(-c2ccc(F)cc2)n2c1CCC2
2 | -8% | 5 | 1 | nt | 0.2 | -7 | 4 | -0.6% | Cn1cc(S(=O)(=O)N2CCCCCC2)cc1C(=O)N1CCN(c2ccc(F)cc2)CC1
4 | -10% | -2 | 6 | 1 | -0.5 | nt | 6 | 4.7% | c1ccc(-n2ncc3c2ncn2nc(CSc4nc5ccccc5s4)nc32)cc1
2 | -4% | 3 | -3 | -10 | 0.6 | -7 | -5 | 2.6% | Cc1ccc2cc(CN(CC3CCCO3)S(=O)(=O)c3ccccc3)c3nnnn3c2c1 (centres undefined)
5 | -5% | -7 | -1 | -11 | -0.1 | 6 | -3 | 4.5% | CCOc1ccc(OCC)c(NS(=O)(=O)c2ccc(-c3coc(C)n3)cc2)c1
3 | -21% | 7 | 3 | 0 | -5.8 | 3 | -3 | -0.2% | O=C1N(Cc2cccc(Cl)c2)C[C@@H]2C[C@@H](c3c[nH]c4ccccc34)N3CCC[C@@]123
1 | -9% | -28 | -2 | 5 | 0.2 | -5 | -1 | 0.3% | CCc1ccc(C(=O)CSc2nc(N)cc(=O)[nH]2)cc1
-1 | -6% | -2 | 1 | 3 | 0.7 | 3 | 4 | -0.4% | CCC(C)(C)n1nnnc1C(c1ccccc1)N1CCN(Cc2ccccc2)CC1 (centres undefined)
0 | ? | 12 | -7 | -2 | -0.5 | -4 | -8 | 0.6% | CC(C)CNC(=O)c1ccc(COc2ccc(Cl)cc2Cl)o1
3 | ? | -1 | -2 | -1 | 0.1 | 19 | -1 | 0.7% | CCOc1ccc(/C=N\NC(=O)CC(=O)NCCc2ccccc2)cc1
-1 | nt | -16 | 3 | -23 | 0.7 | 15 | -3 | 2.4% | CCOC(=O)C1CCN(C(=O)CCc2nc3sc4c(c3c(=O)[nH]2)CCCC4)CC1
15 | -19% | 15 | 6 | nt | 4.9 | -5 | -1 | -18% | CCC(=O)OC1(C)C(=O)C2=COC(c3ccc(OC)cc3)=CC2=C(Br)C1=O (centres undefined)
2 | -8% | 4 | 0 | -6 | -0.6 | 2 | -2 | 0.8% | NC(=O)c1ccc(C2SCC(=O)N2Cc2ccccc2)cc1 (centres undefined)
2 | -4% | -13 | -1 | -3 | -1.8 | -20 | -4 | 0.5% | COc1cccc(CN2CCN(Cc3ccc(C)o3)CC2CCO)c1 (centres undefined)
0 | 0% | 6 | -5 | -3 | -0.3 | -2 | -3 | 0.5% | O=C(NCCN1CCOCC1)C(=O)NCC1OCCN1S(=O)(=O)c1ccc(Br)cc1 (centres undefined)
7 | -7% | -4 | 2 | -9 | 1.2 | 2 | -5 | 5.8% | CC(=O)N1c2ccc(S(=O)(=O)NCC3CCC(C(=O)Nc4cccc(F)c4)CC3)cc2CC1C (centres undefined)
0 | -7% | 2 | 1 | 17 | -0.7 | 14 | 0 | -1.0% | CC(=O)N1N=C(c2cccs2)CC1c1cccs1 (centres undefined)
8 | 200%[activator] | 10 | -17 | -5 | 1.3 | -8 | -5 | 0.0% | Cc1ccc(C2NC(=O)c3c(sc4c3CCN(C)C4)N2)o1 (centres undefined)
3 | 2% | 3 | 17 | nt | 0.1 | -3 | -5 | -2.6% | CCN(CC)CCC(c1ccc(N(C)C)cc1)c1c(OC)cc(OC)c2ccc(=O)oc12 (centres undefined)

Screening data from PubChem.
